FXN GAA850 act: FXN promoter activators, primary screen, cell-based, luciferase luminescence, HEK293 lucGAA850 | AID 540364, 2011 | HEK293 lucGAA850 FXN promoter luciferase reporter, 24 h; percent of 10 µM SAHA response | activation, % at 6 µM | actives 0.56% (n = 360,000);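 active = activation above the average of all compounds screened plus 3 SD, cutoff fixed separately per campaign, cut at about 7.5% in these data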;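 note: 0% = DMSO wells and 100% = 10 µM SAHA wells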
HGIII-sPLA2 inh: human group III sPLA2 inhibitors, primary screen, biochemical, QFRET, BODIPY PC-A2 liposome substrate; Group 3 secretory phospholipase A2 (Homo sapiens), Q9NZ20; QFRET BODIPY PC-A2 liposome hydrolysis, fluorescence; inhibition, % at 12.2 µM; AID 743126, 2013; actives 0.56% (n = 370,000);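 active = inhibition above mean plus 3 SD of compounds lying within the high and low control bounds, cut at about 19% in these data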;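 note: 0% = median of test compound wells and 100% = no enzyme DMSO wells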
ssDAF-12 act: S. stercoralis DAF-12 nuclear receptor activators, primary screen, cell-based, luminescence, HEK293, GRIP1 co-expression, lit1-tk-luc; activation, % at 6.8 µM; actives 1% (n = 370,000); AID 652126, 2013; Nuclear hormone receptor DAF-12 (Strongyloides stercoralis); HEK293 ssDAF-12/GRIP1 lit1-tk-luc reporter; % of 3 µM dafachronic acid response;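 active = activation above the mean over all tested compounds plus 3 SD, cut at about 0.9% in these data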;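 note: 0% = DMSO-only wells and 100% = 3 µM delta7-dafachronic acid wells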
GC-B act: human GC-B receptor activators, primary screen, HEK293 GC-B cells, cGMP TR-FRET, EC30 CNP | Atrial natriuretic peptide receptor 2 (Homo sapiens), P20594 | 0% at EC30 CNP, 100% saturating CNP | activation, % at 10 µM | actives 0.11% (n = 370,000) | AID 1920062, 2024;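 active = activation at 10 µM reaching about 35% in either raw or pattern-adjusted values, limit read from the data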
hgDAF-12 ag: H. glycines DAF-12 receptor agonists, primary screen, cell-based, luminescence, HEK293, GAL4 fusion, UAS-luciferase; HEK293 GAL4-hgDAF12 UAS-luciferase reporter, agonist luminescence; normalized to butyrate control; Nuclear hormone receptor DAF-12 (Heterodera glycines), GAL4 fusion; AID 687014, 2013; actives 1.8% (n = 370,000); activation, % at 6.8 µM;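 active = activation above a cutoff set at the mean of all screened compounds plus 3 SD, cut at about 10% in these data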;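 note: 0% = DMSO wells and 100% = sodium butyrate wells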
KLK7 zymogen act: proKLK7 zymogen activators, primary screen, biochemical, fluorescence intensity; Kallikrein-7 (Homo sapiens), P49862; purified proKLK7, EDANS-DABCYL substrate fluorescence; 100% is mature enzyme control, 0% vehicle; activation, % at 7 µM; actives 0.9% (n = 370,000); AID 652039, 2013;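 active = activation above the mean of all tested compounds plus 3 SD, computed per campaign excluding outliers beyond control limits, cut at about 13% in these data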
DAX1 inh-1: DAX1 (NR0B1) inhibitors on StAR promoter, primary screen, cell-based, luminescence, SF-1 (NR5A1), full-length DAX-1 | AID 652010, 2013 | actives 1.1% (n = 370,000) | inhibition, % at 6.8 µM | HEK293T StAR-luciferase reporter, SF-1/DAX-1 repression relief;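 active = inhibition above the mean over all tested compounds plus 3 SD, cut at about 3.6% in these data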;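 note: 0% = DAX-1 cells with DMSO and 100% = cells lacking DAX-1 with DMSO; higher inhibition means more luminescence from relief of DAX-1 repression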
hcDAF12 agonist: H. contortus DAF-12 nuclear receptor activators, primary screen, cell-based, luminescence, HEK293, lit1-tk-luc reporter; activation, % at 6.8 µM; HEK293 hcDAF-12 lit1-tk-luc reporter; 0% DMSO, 100% Δ7-dafachronic acid; actives 1.4% (n = 370,000);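 active = activation above the mean of all tested compounds plus 3 SD, cut at about 5.5% in these data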;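 note: 100% = response to 3 µM Δ7-dafachronic acid high control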
DAX1 inh-2: DAX1 (NR0B1) inhibitors, primary screen, cell-based, HEK293, Gal4-DAX1, luciferase luminescence. AID 504766, 2011. actives 0.99% (n = 340,000). HEK293 Gal4-DAX1 luciferase reporter. inhibition, % at 6.75 µM. Nuclear receptor subfamily 0 group B member 1 (Homo sapiens), P51843;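 active = inhibition above the mean over all tested compounds plus 3 SD, cut at about 4.2% in these data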;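 note: 0% = DAX1-transfected cells with DMSO and 100% = empty-vector control cells with DMSO; inhibition shows as a rise in luminescence from relieved DAX1 repression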
NPR1 activator: GC-A stimulated cGMP production enhancers – HEK293 GC-A cells, cGMP TR-FRET, EC30 ANP, primary screen; activation, % at 10 µM; actives 0.14% (n = 370,000); AID 1671463, 2021; Atrial natriuretic peptide receptor 1 (Homo sapiens), P16066; 0% at EC30 ANP, 100% saturating ANP; in the data active = activation above about 40%
Target sequence (P16066 whole entry, looked up): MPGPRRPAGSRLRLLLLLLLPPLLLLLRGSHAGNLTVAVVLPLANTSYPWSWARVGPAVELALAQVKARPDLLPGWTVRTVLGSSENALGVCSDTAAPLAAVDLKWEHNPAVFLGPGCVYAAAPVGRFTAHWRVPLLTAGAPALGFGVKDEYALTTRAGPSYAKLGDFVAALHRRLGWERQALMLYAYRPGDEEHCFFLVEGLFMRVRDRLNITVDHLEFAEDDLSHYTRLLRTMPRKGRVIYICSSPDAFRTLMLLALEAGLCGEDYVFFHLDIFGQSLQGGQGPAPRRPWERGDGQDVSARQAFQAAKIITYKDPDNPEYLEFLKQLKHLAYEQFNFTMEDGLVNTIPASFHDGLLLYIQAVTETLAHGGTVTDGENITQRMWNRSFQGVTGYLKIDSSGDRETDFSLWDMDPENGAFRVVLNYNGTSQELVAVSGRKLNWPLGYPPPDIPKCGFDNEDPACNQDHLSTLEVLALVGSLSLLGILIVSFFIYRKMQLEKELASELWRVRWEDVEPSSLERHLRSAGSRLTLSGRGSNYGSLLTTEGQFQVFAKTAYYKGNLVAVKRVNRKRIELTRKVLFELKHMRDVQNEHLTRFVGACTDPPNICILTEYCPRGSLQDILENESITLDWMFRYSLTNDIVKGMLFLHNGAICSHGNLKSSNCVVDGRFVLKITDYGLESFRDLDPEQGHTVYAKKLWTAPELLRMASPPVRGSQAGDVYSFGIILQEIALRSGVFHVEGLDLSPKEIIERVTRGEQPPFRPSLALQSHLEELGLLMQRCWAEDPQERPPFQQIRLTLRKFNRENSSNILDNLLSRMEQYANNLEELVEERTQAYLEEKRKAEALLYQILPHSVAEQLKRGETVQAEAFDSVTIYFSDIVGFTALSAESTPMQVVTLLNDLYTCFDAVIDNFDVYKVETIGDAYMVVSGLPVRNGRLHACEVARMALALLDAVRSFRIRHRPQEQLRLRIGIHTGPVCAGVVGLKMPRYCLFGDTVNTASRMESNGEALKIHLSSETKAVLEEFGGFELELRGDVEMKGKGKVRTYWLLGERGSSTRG
SMARCA2 activ: SMARCA2 (BRM) function activators, primary screen, cell-based, luminescence, high throughput. MG213 cells, MMTV-luciferase reporter, dexamethasone, overnight. activation, % at 9.1 µM. actives 1% (n = 370,000); in the data active = activation above about 7.8%;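 note: 0% = vehicle wells and 100% = reference activator wells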
Numbers without * were called inactive; / = no result given. Compounds as they come, and some 6.7% of all compounds hit somewhere here.

SMILES	FXN GAA850 act	HGIII-sPLA2 inh	ssDAF-12 act	GC-B act	hgDAF-12 ag	KLK7 zymogen act	DAX1 inh-1	hcDAF12 agonist	DAX1 inh-2	NPR1 activator	SMARCA2 activ
COC(=O)c1c(C(=O)OC)c(-c2cccc(C)c2)n2c1CS(=O)C2 (stereo not given)	1.8	1	-0.6	3	2.8	0.3	-0.5	0.8	0.0	2	-4
O=C(NCc1cccnc1)c1nc(-c2ccc(C(F)(F)F)cc2)no1	-0.6	-3	-1.4	-1	-4.1	0.1	0.4	-2.5	-1.1	0	2
COc1ccc(C(NC(=O)/C=C/c2ccco2)c2ccc(OC)c(OC)c2)cc1 (stereo not given)	0.9	-9	-1.7	1	1.6	-1.1	0.3	-1.3	0.2	0	0
CSc1nnc(-c2cccn(Cc3ccccc3)c2=O)o1	1.9	1	-2.0	1	-3.2	13*	0.9	-0.1	-0.1	4	-1
COc1ccc(C(=O)NC2CC2)cc1OC1CCN(Cc2ccc(F)cc2Cl)CC1	4.2	-48	-1.7	-2	-2.1	0.5	-1.2	-3.1	-1.4	-3	0
CCCCCCCCN1C(=O)[C@@H](CC(=O)N2CCN(C(=O)C3CC3)CC2)C[C@@]2(C(=O)OC)C1=C[C@H](C(C)C)O[C@@H]2C1CC1	/	2	-1.2	5	3.8	0.8	-0.6	-2.1	/	4	-1
COc1ccc(CN2CCN(Cc3cc4ccccc4o3)CC2CCO)cc1C (stereo not given)	0.5	-17	-1.7	1	0.1	0.7	-0.5	-0.7	1.2	2	-1
CCOC(=O)c1c(-c2ccc(C)c(C)c2)csc1NC(=O)C1CC=CCC1C(=O)O (stereo not given)	2.7	-16	-1.0	-4	0.2	-0.6	-0.4	0.8	-1.0	-3	2
NC(=O)COC(=O)/C=C/c1ccccc1[N+](=O)[O-]	2.1	2	-1.6	4	0.5	-0.7	-0.3	-1.4	-1.0	2	1
CC(C)(C)c1ccc(S(=O)(=O)Nc2ccccn2)cc1	1.0	-5	-0.5	-2	0.1	1.1	0.7	0.4	-0.7	-1	0
CCOC(=O)[C@@H]1[C@H]2COc3ccc(Br)cc3[C@@H]2N2C(=O)N(c3cccc(Cl)c3)C(=O)[C@@]12C	9.9*	5	-0.3	-18	3.3	0.2	-0.6	-1.2	2.0	-15	0
COc1ccc(-c2cc(C(F)(F)F)nc(SCC(=O)NCCCN3CCOCC3)n2)cc1	2.2	-3	-1.3	5	-2.5	8.7	-0.3	-0.8	1.0	-3	-2
COc1cc(OC)c(CN2CCC(CO)(CCOc3ccccc3)CC2)c(OC)c1	-2.5	-11	-1.0	-13	1.6	0.5	-0.2	-0.1	-1.7	-18	-1
N/C(=N\OC(=O)Cc1ccccc1[N+](=O)[O-])c1ccncc1	1.3	-8	-0.5	1	4.3	0.3	-1.1	-3.3	0.9	1	-2
COc1ccc(C(=O)CN(CCC(=O)O)S(=O)(=O)c2ccc([N+](=O)[O-])cc2)cc1	1.6	-4	-1.5	7	0.1	0.0	-0.2	-1.8	0.1	4	1

Quoted from the entries so far, 7 compounds:
SMILES	FXN GAA850 act	HGIII-sPLA2 inh	ssDAF-12 act	GC-B act	hgDAF-12 ag	KLK7 zymogen act	DAX1 inh-1	hcDAF12 agonist	DAX1 inh-2	NPR1 activator	SMARCA2 activ
NC(=O)COC(=O)/C=C/c1ccccc1[N+](=O)[O-]	2.1	2	-1.6	4	0.5	-0.7	-0.3	-1.4	-1.0	2	1
CC(C)(C)c1ccc(S(=O)(=O)Nc2ccccn2)cc1	1.0	-5	-0.5	-2	0.1	1.1	0.7	0.4	-0.7	-1	0
CCOC(=O)[C@@H]1[C@H]2COc3ccc(Br)cc3[C@@H]2N2C(=O)N(c3cccc(Cl)c3)C(=O)[C@@]12C	9.9*	5	-0.3	-18	3.3	0.2	-0.6	-1.2	2.0	-15	0
COc1ccc(-c2cc(C(F)(F)F)nc(SCC(=O)NCCCN3CCOCC3)n2)cc1	2.2	-3	-1.3	5	-2.5	8.7	-0.3	-0.8	1.0	-3	-2
COc1cc(OC)c(CN2CCC(CO)(CCOc3ccccc3)CC2)c(OC)c1	-2.5	-11	-1.0	-13	1.6	0.5	-0.2	-0.1	-1.7	-18	-1
N/C(=N\OC(=O)Cc1ccccc1[N+](=O)[O-])c1ccncc1	1.3	-8	-0.5	1	4.3	0.3	-1.1	-3.3	0.9	1	-2
COc1ccc(C(=O)CN(CCC(=O)O)S(=O)(=O)c2ccc([N+](=O)[O-])cc2)cc1	1.6	-4	-1.5	7	0.1	0.0	-0.2	-1.8	0.1	4	1

The list continues.
SMILES	FXN GAA850 act	HGIII-sPLA2 inh	ssDAF-12 act	GC-B act	hgDAF-12 ag	KLK7 zymogen act	DAX1 inh-1	hcDAF12 agonist	DAX1 inh-2	NPR1 activator	SMARCA2 activ
Cc1ccccc1NC(=O)N1CCc2ccccc2C1	3.5	3	-1.1	3	1.8	0.2	0.2	2.0	2.1	2	2
Cc1cc(C)nc(N/C(=N\S(=O)(=O)Cc2ccccc2)Nc2ccc(F)c(Cl)c2)n1	1.1	2	-0.5	1	-0.5	-0.2	0.0	2.2	0.6	-4	-1
CC(OC(=O)c1ccccn1)C(=O)Nc1ccc(C(F)(F)F)cc1 (stereo not given)	1.9	1	-0.8	0	1.2	-0.1	1.4	0.7	0.5	-4	-1
COc1ccc(-c2nc(-c3ccncc3)no2)cc1	2.4	7	-0.7	-1	9.2	-1.0	1.8	0.8	3.5	0	1
O=C(CCCCCNC(=O)c1ccccc1)C[N+](=O)[O-]	-0.7	-11	-1.2	1	0.6	0.2	-0.2	0.0	-0.2	2	0
COCOc1cc(O)c2c(=O)c(OCOC)c(-c3ccc(OCOC)c(OCOC)c3)oc2c1	0.3	6	-1.4	-7	-0.1	0.1	-1.4	-2.2	0.0	-3	-4
Cc1ccc(C)c(NC(=O)COC(=O)CCc2ccc(S(=O)(=O)N3CCOCC3)cc2)c1	-0.6	1	-1.8	-2	4.3	-0.5	0.8	-1.5	1.7	-1	-1
Nn1nnc2ccccc21	20*	10	-0.6	2	7.7	-0.3	0.6	0.6	1.6	2	-2
CC(NC(=O)Nc1ccc(F)cc1F)c1ccc2c(c1)OCO2 (stereo not given)	-0.1	-1	-1.1	4	0.8	0.3	-0.8	-2.1	0.0	-1	-2
O=S1(=O)N=C(Nc2ccc(N3CCOCC3)c(Cl)c2)c2ccccc21	8.4*	-1	0.5	3	9.2	0.3	0.6	1.5	2.1	3	7
CCCCc1ccc(NC(=O)COc2ccc(C(=O)Nc3ccccc3OC)cc2)cc1	/	-6	-0.9	-4	3.3	0.4	0.0	0.3	/	0	-1
CN1C(=O)CC2(C)C1=CCc1scnc12 (stereo not given)	/	-6	-2.0	-12	0.8	5.5	0.0	-1.0	/	5	-2
Cc1ccc(NC(=O)COC(=O)CCC(=O)c2ccc(Cl)cc2)cc1S(=O)(=O)N(C)C	-0.1	-33	-0.6	-6	-0.4	0.7	0.3	0.6	0.9	-1	-1
O=C(OC(C(=O)NCc1ccco1)C(OC(=O)c1ccccc1)C(=O)NCc1ccco1)c1ccccc1 (stereo not given)	1.0	1	-1.2	4	-2.7	0.5	0.1	-1.0	0.0	2	-1
CCN(C(=O)c1cnc(OC)cc1C(F)(F)F)c1ccc(Cl)cc1	-1.2	-2	-1.2	-13	-1.9	0.1	-0.1	0.3	2.6	-9	3
COc1ccccc1-c1nnc(SCC(=O)NC2CC2)n1C	0.9	0	-1.2	3	-1.6	0.5	3.0	-1.0	0.0	3	-4
O=C(Nc1ccc(Oc2ccccc2)cc1)c1ccc2nc([C@@H]3O[C@H](CO)[C@H](O)[C@H](O)[C@H]3O)[nH]c2c1	-1.1	-6	-1.2	2	0.0	-0.4	-0.9	-0.7	/	-4	5
CCCCN(C)c1c(C)nc2ccc(C(=O)NCCc3c[nH]c4ccccc34)cn12	-1.4	-83	-1.1	-6	3.1	-0.5	0.9	0.5	/	-6	0
C#CCNC(=O)C1=C[C@@H](c2ccc(C(F)(F)F)cc2)[C@H](CCCO)[C@@H](OCC)O1	0.0	-3	-0.9	11	-0.4	-0.3	-0.1	-1.0	-1.2	-2	0
CC(=O)c1ccccc1NS(C)(=O)=O	1.0	-1	-1.2	-2	1.4	0.1	0.0	-0.8	0.2	1	0
O=C(c1ccc(S(=O)(=O)N2CCCCC2)cc1)N1CCN(CCN2C(=O)c3cccc4cccc(c34)C2=O)CC1	-0.5	-3	-2.0	8	1.5	-0.2	-0.2	-0.8	0.5	4	0
Nc1c(C(=O)OCC(=O)NCc2ccccc2)[nH]c(=O)[nH]c1=O	-0.5	1	-2.0	-4	0.1	3.2	0.6	-3.1	7.9*	0	-1
COc1ccc(Cl)cc1NC(=O)c1ccco1	0.1	-5	-1.0	-6	2.7	-0.7	-0.4	2.5	0.3	1	2
O=C(O)/C=C/c1cccc2c1OCCO2	-0.3	-1	-1.6	0	0.1	0.5	0.2	-1.6	7.2*	4	0
CC(C)C(NC(=O)OCc1ccccc1)C(=O)NC(Cc1c[nH]c2ccccc12)C(=O)O (stereo not given)	/	-53	-1.0	-2	0.7	0.4	-1.6	2.9	/	6	-1
Cc1cc(F)cc(-c2cc(C(=O)NCc3ccccn3)[nH]n2)c1	-1.8	3	-1.2	-2	2.2	0.2	1.5	-1.8	/	-1	0
CCN(CC)CCNC(=O)Cn1ncc2ccccc2c1=O	1.3	14	-1.0	7	0.0	-0.3	0.0	-1.4	1.0	7	-3
CCc1ccccc1NC(=O)CN(C)S(=O)(=O)c1ccc(-c2ccc(=O)[nH]n2)s1	1.7	-13	-1.1	-1	1.7	-0.2	0.5	-1.5	0.3	-3	0
CCc1nc(CN2CCCC(C(=O)Nc3ccc(-c4cccc(OC)c4)cc3)C2)c(C)[nH]1 (stereo not given)	1.6	-15	-0.9	2	5.7	0.3	1.2	2.7	0.5	0	1
Cc1cc(NC(=O)CSCC(=O)NC(C)c2ccccc2)no1 (stereo not given)	0.7	4	-1.1	-5	2.8	-0.5	0.6	0.0	1.0	-1	1
O=C(COC(=O)CCc1c[nH]c2ccccc12)NCc1ccc(Cl)cc1	-0.5	-98	-1.0	-7	-2.0	0.4	-0.2	-2.6	-0.8	-5	3

Screening results as filed in PubChem.
